Assay outcomes deposited in PubChem by National Center for Advancing Translational Sciences (NCATS).
KDM5B inh: blocks human KDM5B histone demethylase activity; KDM5B demethylase, FDH-coupled NADH fluorescence (FDH is formaldehyde dehydrogenase); Potency, µM (series often up to 57.7 µM), for inactives: at the top dose activity change, negative = inhibition, actives largely listed as inhibitors; 2.6% of 220,000 active; active = well fitted inhibition curve with a large enough effect; inconclusive = small, poorly fitted or top-dose-only effect; inactive = no such curve, though single readings can be large or run the other way; also: 0% is about no effect; nearly all actives have a fitted effect of over 70% in size
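Inhibition is measured as reduced NADH fluorescence generation from FDH coupling to formaldehyde release. Truncated KDM5BΔAP at 200 nM final acts on H3K4me3 peptide (12.5 µM in substrate mix) in pH 7.5 HEPES buffer with Tween-20, 30 min, room temperature.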
* marks the source's active call; other numbers are inactive results; ? = inconclusive; [ ] = remark or other dose. Potency is read from the fitted curve at half-maximal effect.

Compound	KDM5B inh
CCCSc1ncc(Cl)c(C(=O)Nc2ccccc2C(=O)OC)n1	10%
COc1cc(NC(=O)c2nc3ccccc3nc2OC)cc(OC)c1OC	3%
Cc1c(-c2ccccc2)[nH]c2ccc(Cl)cc12	?
COc1cc(C)sc1C(=O)NC1CC(c2cc(=O)[nH]c(C3CC3)n2)C1 (stereo not drawn)	57%[activator]
O=C(/C=C/c1cccs1)N(Cc1ccco1)C1CC1	7%
O=C(c1cc(F)ccc1F)N1CCCC2(C1)NC(=O)N(Cc1ccc(Cl)cc1)C2=O (stereo not drawn)	20%
COc1ccc(C(=O)Oc2cc(C)ccc2C(C)C)cc1Br	11%
CCOc1ccc(NC(=O)CSc2nnc(NC(=O)Nc3ccccc3)s2)cc1	6%
Cc1ccccc1C(=O)N1C[C@@H](F)C[C@H]1C(=O)N1CCCCC1	18%
CC1=C(c2ccc(C)cc2)S(=O)(=O)N(Cc2ccc(C(=O)Nc3ccc(F)cc3C)cc2)C1=O	?
COc1ccc(C(=O)N2C[C@@H]3C[C@H](C2)c2ccc(NS(=O)(=O)c4cccc(C(F)(F)F)c4)c(=O)n2C3)cc1	9%
O=C(C1CCCC1)N1CCCC1c1nc(C2CCOCC2)no1 (stereo not drawn)	?
Cn1ncc2c(N[C@H]3C[C@H]4C(=O)NCC(=O)N4C3)nc(C3CCCC3)nc21	-12%
COc1ccc(N2CCN(S(=O)(=O)c3ccc(-c4ccno4)cc3OC)CC2)cc1	-11%
Cn1c(=O)c2c(nc(CN3CCN(Cc4ccccc4)CC3)n2CC(N)=O)n(C)c1=O	19%
CCC(NC(=O)CCc1c(C)nc(SC)nc1C)c1ccc(Br)cc1 (stereo not drawn)	-10%
O=C(NCCc1ccccc1)C1=NO[C@@H]2CN(Cc3ccc(F)cc3)C[C@H]12	?
O=C(NC1CCCCC1)c1cccnc1Sc1ccccc1Cl	-20%
COCCOCC1(CNCC2CC2)C[C@@H](O)[C@@H](O)C1 (stereo partly drawn)	4%[115 µM]
N#CC1CCN(C(=O)c2nc(-c3ccc(F)cc3)c3cnccn23)CC1	32µM*

The closing 5 entries of the part above lead into the next:
Compound	KDM5B inh
CCC(NC(=O)CCc1c(C)nc(SC)nc1C)c1ccc(Br)cc1 (stereo not drawn)	-10%
O=C(NCCc1ccccc1)C1=NO[C@@H]2CN(Cc3ccc(F)cc3)C[C@H]12	?
O=C(NC1CCCCC1)c1cccnc1Sc1ccccc1Cl	-20%
COCCOCC1(CNCC2CC2)C[C@@H](O)[C@@H](O)C1 (stereo partly drawn)	4%[115 µM]
N#CC1CCN(C(=O)c2nc(-c3ccc(F)cc3)c3cnccn23)CC1	32µM*
CSC1=N/C(=C\c2cccc(Cl)c2Cl)C(=O)S1	-11%
N#Cc1cc2c(nc1SCC(=O)Nc1cccc(Cl)c1)CCCC2	7%
Cc1c(C(=O)NCc2ccccc2)sc2nc3n(c(=O)c12)CCC3	-5%
COc1ccc(-n2cc3c(c2-c2cccc(Br)c2)c(=O)n(C)c(=O)n3C)cc1OC	?
CC(C)c1ccc(CN(c2ccc3nnc(C(F)(F)F)n3n2)C2CC2)cc1	-3%
O=C(NCC#Cc1cccc(C(F)(F)F)c1)c1ccc(=O)[nH]c1	-18%
c1ccc(OCCNC2CCCC2)cc1	-16%
CC(C)S(=O)(=O)c1oc(-c2ccc(F)cc2)nc1S(=O)(=O)c1ccc(F)cc1	20%
COc1ccc([N+](=O)[O-])cc1NC(c1nnc(-c2ccccc2)o1)c1ccccc1F (stereo not drawn)	3%
O=C1CCCC2=C1C(c1cc(Cl)ccc1OCc1ccc([N+](=O)[O-])cc1)C1=C(CCCC1=O)O2	29%
CCCCN1CC(C(=O)Nc2ccc(C(=O)Nc3ccc(Br)cc3C)cc2)CC1=O (stereo not drawn)	19%
CCOC(=O)CSc1nc2ccccc2c(=O)n1CCc1ccc(OC)c(OC)c1	-19%
Cc1ccc2c(c1)cc(C(=O)Nc1ccccc1C)n2C	?
O=C(OCc1ccccc1Cl)c1cccc(O)c1	-3%
COc1cccc(CN2CCc3c(cc(C(=O)Nc4cc(OC)cc(OC)c4)n3C)C2)c1	?
CSc1cccc(NC(=O)N[C@H]2CCN3C(=O)[C@H](Cc4ccc(F)cc4)NC(=O)[C@@H]3C2)c1	-16%
Cn1cnnc1CC1CCN(C(=O)Nc2ccc3c(c2)OCCO3)C1 (stereo not drawn)	5%
Cc1noc(-c2ccccc2OCC(=O)Nc2cccc([N+](=O)[O-])c2)n1	-3%
Cc1ccncc1-c1c(C)nn2c1N(Cc1ccc(C(=O)O)cc1)CCC2	?
CC(C)NC(=O)CSc1ncc(-c2cccc(Br)c2)o1	6%

The list continues.
Compound	KDM5B inh
O=S(=O)(Nc1cccc2cccnc12)c1ccccc1	-4%
COc1ccc(C(=O)COc2ccc3c(=O)c(Oc4cccc(OC)c4)c(C)oc3c2)cc1	4%
C/C=C/C=C/C(=O)NCc1ccc(C(=O)NC)cc1	19%
Cc1ccc(-c2ncc(NC(=O)c3ccc(F)c(F)c3)cn2)cc1	?
COc1ccc(-c2nnc3n2CCN(C(=O)C(C)(C)C)C3)cc1	-19%[86.2 µM]
CCC1(C(=O)NCCCN2CCc3ccccc3C2)CCCCC(=O)N1 (stereo not drawn)	?
CCCNC(=O)C1=CC(c2ccc3c(c2)OCO3)=NS(=O)(=O)N1C	-19%
O=C(Nc1ccc(-n2cccn2)c(F)c1)C1CCCN(C(=O)c2ccco2)C1 (stereo not drawn)	11%
Cc1ccc2nc(-c3ccc(O)cc3)sc2c1	?
CC1CCC(NC(=O)C2CCN(C(=O)c3ncn4c3COC(c3ccc(Cl)cc3)C4)CC2)CC1 (stereo not drawn)	-2%
NC(=O)NC(=O)CCN1CCOC(c2ccc(Br)cc2)C1 (stereo not drawn)	18%
COc1ccc(N2CCN(C(=O)Cn3c(-c4cnccn4)nc(C)c(C)c3=O)CC2)cc1	-4%
COc1cc(OC)cc(C(=O)Nc2sc3c(c2C(N)=O)CCC3)c1	?
O=C(c1ccoc1)N1CCC(N2C(=O)C(O)C23CCCCC3)CC1 (stereo not drawn)	-14%
Cc1ccc(S(=O)(=O)[C@H]2CS(=O)(=O)C[C@@H]2N2CCN(c3cccc(Cl)c3)CC2)cc1	14%
COc1cc(C(=O)NC(=S)Nc2ccc3c(c2)OCO3)cc(OC)c1OC	5%
O=C(NCc1ccc2c(c1)OCO2)c1ccc2c(c1)N(Cc1c(F)cccc1Cl)C(=O)c1ccccc1S2	7%
CN1CCCCCC(O)c2cc(C(=O)N3CCOCC3)ccc21 (stereo not drawn)	?
COc1cccc(CNC(=O)C(CC(C)C)NS(=O)(=O)c2ccc3c(c2)oc(=O)n3C)c1 (stereo not drawn)	3%
Cc1nn(C(=O)CCCC(=O)N2CCCC2c2nc(C3CCOCC3)no2)c2ccccc12 (stereo not drawn)	-10%

Pulled by compound from the entries so far, 6 records:
Compound	KDM5B inh
COc1ccc(-c2nnc3n2CCN(C(=O)C(C)(C)C)C3)cc1	-19%[86.2 µM]
Cc1ccc(S(=O)(=O)[C@H]2CS(=O)(=O)C[C@@H]2N2CCN(c3cccc(Cl)c3)CC2)cc1	14%
O=C(c1ccoc1)N1CCC(N2C(=O)C(O)C23CCCCC3)CC1 (stereo not drawn)	-14%
CC1CCC(NC(=O)C2CCN(C(=O)c3ncn4c3COC(c3ccc(Cl)cc3)C4)CC2)CC1 (stereo not drawn)	-2%
COc1ccc(N2CCN(C(=O)Cn3c(-c4cnccn4)nc(C)c(C)c3=O)CC2)cc1	-4%
CCC1(C(=O)NCCCN2CCc3ccccc3C2)CCCCC(=O)N1 (stereo not drawn)	?

(list continues)
smiles	KDM5B inh
Cc1cccc(CSc2nnc([C@@H]3CCCN3)o2)c1	?
CC(=O)N[C@H]1CC[C@]2(C)CC[C@@H](C(C)C(=O)NC3CCCCC3)[C@H](O)[C@H]2[C@@H]1C (stereo partly drawn)	-2%[86.2 µM]
COc1cc2c(cc1OC)C(C)N(CCc1ccc(Cl)cc1)CC2 (stereo not drawn)	7%
CSc1ccc(/C=C/c2nc(=O)c3ccccc3o2)cc1	?
COc1ccc(C(=O)NCc2nnc(SCC(=O)Nc3ccccc3)n2-c2ccc(F)cc2)cc1	14%
O=C(CN1CCN(C(=O)c2cccnc2SC(F)F)CC1)Nc1ccccc1Cl	11%
CNC(=O)[C@@H]1CN(C(=O)CCc2ccccc2)C[C@H]1COC	-6%
COC(=O)c1c(NC(=O)c2ccco2)c2cc(NC(C)CCn3cccn3)cnc2n1C (stereo not drawn)	?
O=C(CN1C(=O)CSc2ccc(S(=O)(=O)N3CCOCC3)cc21)NCCCN1CCCCC1	14%
Cc1noc([C@@H]2CN(C(=O)c3ccc4ncccc4c3)C[C@H]2CO)n1	6%
Fc1ccc(Nc2nc(-c3ccc(F)cc3)c3c(n2)-c2ccccc2OC3)cc1	-2%
Cc1ccc(-n2c(C3CCN(C(=O)c4ccc(C)c(C)c4)CC3)n[nH]c2=O)cc1	40%
O=C(CNC(=O)c1nn(Cc2ccccc2)c(=O)c2ccccc12)Nc1ccc(F)c(F)c1	24%
CCCn1c(=O)c2sccc2n2c(CCCC(=O)NCc3ccccc3)nnc12	?
COC[C@@H]1CN(C(=O)c2ccc(C#N)cc2)C[C@H]1c1nc(C2CC2)no1	31%
CC(=O)N1CCC2(CC1)C(=NC1CCCC1)NC(=O)N2c1cc(F)cc(F)c1	-8%
O=C(c1cccnc1)N1CCC(c2nc(C3CCOCC3)no2)C1 (stereo not drawn)	1%
Cc1c(-c2cccs2)nc2ccccc2c1-c1ccccc1	?
C=CCOc1nc2c(c(=O)n(Cc3ccccc3)c(=O)n2C)n1C	18%
CCCC12CN(C(=O)c3ccccc3)CC(CCC)(CN(C(=O)c3ccccc3)C1)C2=O	8%
COCCOc1ccc2c(n1)CCN(C(=O)Cc1cccc(F)c1)C2	-19%
CCOC(=O)c1oc2ccc(S(=O)(=O)n3nc(-c4cc(OC)cc(OC)c4)cc3N)cc2c1C	-16%
N#C/C(=C\c1ccco1)C(=O)NC1CCCCC1	-23%
CCOC(=O)N1CCC(NC(=O)c2ccc3c(c2)N(Cc2ccc(F)cc2)C(=O)c2ccccc2S3=O)CC1 (stereo not drawn)	?
CCc1nnc2c3ccccc3nc(Nc3ccc(C(C)=O)cc3)n12	-10%
Cc1ccc(C)c(N2CCN(C(=O)CCNS(=O)(=O)c3ccc4c(c3)CCN4C(=O)C3CC3)CC2)c1	?
O=C(Cc1ccc(Br)cc1)N1CCN(c2ccc(F)cc2)CC1	5%
CC(C)(C)c1ccc(/C=C2/C(=O)c3ccccc3OC2c2ccccc2)cc1 (stereo not drawn)	17%
O=C(O)c1cc(F)ccc1I	3%
CCc1ccc(NS(=O)(=O)c2cc(-c3ccno3)oc2C)cc1	9%

(list continues)
smiles	KDM5B inh
O=C(CSc1ccc(-c2ccncc2)nn1)c1ccccc1	21%
COc1ccccc1N1CCN([C@@H]2[C@H](O)[C@H](CO)O[C@@H]2CN(Cc2ccc(F)cc2)Cc2ccc(F)cc2)CC1	?
O=C(c1cccc(Cl)c1)n1nc(-c2cccnc2)nc1NCc1ccccc1	-13%
O=C(c1ccc(Cl)cc1)N1CCC(N2Cc3ccccc3C2=O)CC1	10%[115 µM]
COc1ccc(NC(=O)C2CCN(S(=O)(=O)c3cccc4nonc34)CC2)cc1OC	17%
Cc1ccc(NC(=O)c2cccc(N3CCCS3(=O)=O)c2)cc1	-4%
O/N=C(\C[n+]1ccccc1)c1ccc(Br)cc1	46%
Cc1ccccc1C(=O)Nc1cccc(-c2nnc(SCC(=O)N3CCc4ccccc43)n2C)c1	-10%
O=C(NCc1ccc(F)cc1)c1noc(-c2ccc3c(c2)OCO3)n1	?
CCC1(C(=O)O)CCCCC(=O)N1 (stereo not drawn)	-5%
Cc1occc1-c1nnc(SCc2cc3c(cc2Br)OCCO3)n1C	20%
COc1ccc(S(=O)(=O)NCC(c2cccnc2)N2CCN(C)CC2)cc1OC (stereo not drawn)	11%
Oc1ccccc1-c1nc(/C=C/c2ccc(F)cc2)nn1-c1ccccc1	72%[activator]
O=C(NCc1ccc(F)cc1F)c1noc(-c2ccc3c(c2)OCO3)n1	?
O=S1(=O)CCC(Cc2nc(-c3ccccn3)nn2Cc2ccccc2)C1 (stereo not drawn)	8%
CC(C)S(=O)(=O)N1CCC(N2C(=O)C3(CCCC3)C2c2ccccc2)CC1 (stereo not drawn)	4%
CC1CCCN(c2nc(-c3ccccn3)nc3ccccc23)C1 (stereo not drawn)	-6%
O=S(=O)(CCN1C=CC(C(F)(F)F)=NCC1)c1ccc(F)cc1	7%
O=C1c2oc3ccccc3c(=O)c2C(c2cccc(O)c2)N1c1nncs1 (stereo not drawn)	?
Fc1ccc(-c2cc(CC3(NCc4cccc5c4OCO5)COC3)no2)cc1	-26%[86.2 µM]
CCNC(=O)c1ccc2nc(CCc3ccccc3)oc2c1	-4%
COc1ccc(C(=O)Nc2ccccc2C(=O)N2CCOCC2)cc1	17%
CS(=O)(=O)N(Cc1csc(-c2cccs2)n1)C1CCN(C(=O)c2cccc(Cl)c2)CC1	?
O=C1[C@H]2CN(Cc3cccc(Cl)c3F)C[C@H]2C(=O)N1CCc1ccccc1	-20%
CCCC/C=N/NC(=O)CCCCCCCCCCC	19%
COc1ccc(NC(=O)CN2C(=O)CCn3nc(-c4cccn4C)cc32)cc1Cl	?
C=C(C)C(=O)Nc1ccc(NC(C)C)cc1	27%
CCN(CCCNC(=O)c1cc2c(=O)n(C)c3ccccc3c2s1)Cc1ccccc1	19%
Cc1ccc(NC(=O)CCCc2nc(-c3ccco3)no2)cc1Cl	-27%
O=c1cc(-c2ccccn2)oc2c(-c3cn[nH]c3)nccc12	?

Some of the compounds tested; the hit share may differ from the screen's.
